EWS-Fli inh: inhibitors of EWS/Fli oncoprotein transcriptional activity. 350,000 compounds, 0.67% hits. inhibition, % at 12.6 µM. AID 651661. A673 NR0B1-luciferase reporter, viability-normalised;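 active means mean inhibition of at least 50% after viability correction, with every replicate also passing that limit; inconclusive means mean reaches 50% but only one of two replicates passes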;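 further: firefly luciferase signal divided by Alamar Blue viability fluorescence both relative to DMSO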
INS-1E GSIS act: GLuc luminescence reporter in INS-1E cells, primary screen for activators of glucose-dependent secretion of insulin | INS-1E GLuc reporter insulin secretion, 2-3 h | activation, % at 16.6 µM | 370,000 compounds, 0.61% hits;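 active means lowest replicate activation of at least 40%, so every replicate reaches that level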;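 further: 0% = median of neutral control wells and 100% = median of IBMX positive control wells; some compounds called inactive have numbers as strong as hits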
PAX8 reporter: lowers PAX8-driven luciferase in RMG-I cells. RMG-I TPO-luciferase reporter, SteadyGlo, 24 h. inhibition, % at 12.6 µM. 360,000 compounds, 1.2% hits;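 active means mean replicate inhibition at least 60% with every replicate also reaching 60%; inconclusive means only one of the two criteria is met; inactive means mean below 60% and not all replicates reaching 60%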;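 further: luciferase light reporting Pax8 driven TPO promoter activity; plate controls were median of neutral control wells for no effect and mitoxantrone controls for full effect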
FN deposition inh: fibronectin deposition inhibition; AH1F fibroblasts, Alexa488-fibronectin deposition fluorescence, overnight; inhibition, % at 12.6 µM; 350,000 compounds, 0.086% hits;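 active means mean inhibition across replicates of 30% or more, regardless of how many single replicates reach that level; inconclusive means mean under 30% yet at least half of replicates reach 30%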;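 further: positive control wells lacked labelled fibronectin entirely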
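material = AH1F fibroblast monolayer depositing Alexa488-labelled fibronectin into matrix | amount = 10000 AH1F cells/well | buffer or medium = DMEM plus 2% serum, read in PBS | incubation = 1 h cell adhesion before compound, then overnight fibronectin incubation | detection = fluorescence at 485 nm excitation, 525 nm emission | evaluation = percent inhibition as loss of matrix-bound fibronectin fluorescence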
miR122 inh: inhibitors of miR-122 in Huh7 cells; AID 602342; Huh7 miR-122 Renilla luciferase sensor, 48 h; neutral wells = 0, positive control = 100; 340,000 compounds, 0.3% hits; activation (reporter increase), % at 12.5 µM;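 active means mean replicate activation score at least 90 and every replicate individually at or above 90; inconclusive means only one of the two criteria met; inactive means neither criterion met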;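 further: higher luciferase means less miR-122 activity so hits act as miR-122 inhibitors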
F508del corr: correctors of CFTR F508del function in bronchial epithelial cells. CFBE cells, YFP halide quenching; stimulated with forskolin plus potentiator P3; % fluorescence drop versus neutral controls. activity (quench increase), % at 7.58 µM. 350,000 compounds, 0.36% hits;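 active means mean added fluorescence quench of at least 8% versus neutral control, with both replicates also reaching 8%; inconclusive means only one of the mean or replicate conditions met; inactive means mean below 8% and not both replicates reaching 8%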;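 further: cells transiently co-express mutant CFTR-F508del with the halide-sensitive YFP; corrector assay measuring rescue of mutant channel to the surface after 24 h compound exposure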
DENV2 CPE: DENV2-induced cell death inhibition; DENV2-infected cells, cytopathic effect rescue, plate reader; CPE inhibition, % at 9.99 µM; 350,000 compounds, 1.7% hits; AID 651640; in the data active means CPE inhibition above about 20%, passing the limit was not always enough; inconclusive means no clear call, values can overlap the other calls; tested in BHK-21 cells;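 further: 0% = median of neutral control wells and 100% = median of positive control wells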
Numbers without * were called inactive; u = inconclusive; x = not tested or not shown; [ ] = another dose, or the depositor's remark. No enrichment for hits, and some 3.9% of all compounds hit somewhere here.

structure,F508del corr,PAX8 reporter,EWS-Fli inh,miR122 inh,DENV2 CPE,INS-1E GSIS act,FN deposition inh
COc1ccc(NC(=O)Nc2ccc3c(c2)C(=O)N([C@@H](C)CO)C[C@@H](C)[C@@H](CN(C)CC2CCCCC2)OCCCC[C@@H](C)O3)cc1,-8.9,77*,24,-20[16.7 µM],-2,-8,x
CO[C@H]1CN(C)C(=O)c2cc(NC(=O)C3CC3)ccc2OC[C@@H](C)N(C(=O)C2CCOCC2)C[C@@H]1C,3.3,-12,7,x,-9,12,-5
O=c1c2ccccc2c(/C=N/c2nnc(Cc3ccccc3)s2)c(O)n1-c1ccc(Cl)cn1,x,-1,-8,x,1,21,-2
O=C(CC(C(=O)O)P(=O)(c1ccccc1)c1ccccc1)c1ccc(Br)cc1 (configuration not stated),-1.2,-43,-7,-1,-3,-3,-7
CCn1cc(/C=C/C(=O)c2ccc(O)cc2)c(C)n1,2.5,-58,-40,x,3,6,10
CCCC(=O)Nc1ccccc1NC(=O)c1ccc(OC(C)=O)cc1,0.0,7,13,-5,1,14,2
COc1ccc(S(=O)(=O)N[C@@H]2CC[C@H](CC(=O)NCCc3ccccc3)O[C@@H]2CO)cc1,0.4,4,-6,x,-5,15,4
CCCC(=O)Nc1ccc2c(c1)C(=O)N(C)C[C@H](OC)[C@H](C)CN(C(=O)c1cnccn1)[C@H](C)CO2,-1.7,x,-4,0[16.7 µM],-1,14,-1
Cc1ccccc1C(=O)N1CCC(C(=O)NN2C(=O)NC3(CCCCC3)C2=O)CC1,0.2,16,-7,x,-6,x,3
CC(NC(=O)CN(C)Cc1cccc(F)c1)c1ccccc1 (configuration not stated),1.4,0,-3,-5,-3,1,-4
O=C(O)COc1c(-c2ccco2)oc2ccccc2c1=O,2.0,0,3,x,1,-4,2
Cc1ccc(CNS(=O)(=O)c2ccc3c(c2)n(C)c(=O)n3C)cc1,-0.8,16,2,x,-5,-35,1
COc1cc2c(cc1OC)C(CNC(=O)C=Cc1ccccc1)C2 (configuration not stated),-0.3,4,1,x,-1,-7,-1
COC(=O)c1cc(NS(=O)(=O)c2ccc(C(C)C)cc2)ccc1N1CCOCC1,-1.3,14,13,x,3,x,-6
CCc1nc(N2CCN(C(C)=O)CC2)c2c3c(sc2n1)CC(C(C)(C)C)CC3 (configuration not stated),-0.7,-38,23,-13,-13,5,0
CCCN1[C@H](C(=O)N2CCCCC2)[C@@H](CO)[C@@H]2Cn3c(ccc(-c4ccccc4OC)c3=O)[C@@H]21,-1.4,5,5,12[16.7 µM],x,2,x
CCOc1ccccc1C(=O)N[C@H](C(=O)Nc1cc(S(=O)(=O)N(C)C)ccc1OC)C(C)C,-0.2,3,6,x,12,8,1
Cc1noc(C)c1NC(=O)N[C@H]1CC[C@H](CC(=O)Nc2ccc(-c3ccccc3)cc2)O[C@@H]1CO,-1.6,-16,-16,-7[16.7 µM],-10,2,-4
COCCNC(=S)N1CCN(S(=O)(=O)c2ccc(Cl)s2)CC1,-1.2,13,3,0,45*,-2,1
Nc1ncnc2c1ncn2[C@@H]1O[C@H](CO)C[C@H]1O,-0.5,-23,30,-2,u,x,3
CN1CCN(c2ccc(CNS(=O)(=O)c3cccc(F)c3)cc2)CC1,4.6,-3,3,x,2,x,-1
Cc1ccc(C(=O)Oc2ccc(Br)cc2C(=S)N2CCOCC2)cc1,-0.2,-4,5,0,-2,-24,-14
CSc1ccccc1OCc1cc(C(=O)N(C)Cc2ccncn2)no1,-3.4,x,-96,-4,17,x,-7
O=C(NCC1CCCO1)C1CCN(C2CCN(C(=O)C3CCCCC3)CC2)CC1 (configuration not stated),-2.0,6,6,-11,x,6,0
CC[C@@H](C)[C@@H](C(=O)N1CCN(C(=O)OC(C)(C)C)CC1)n1cc(CCCN=C(NC(=O)OC(C)(C)C)NC(=O)OC(C)(C)C)nn1,-1.3,8,2,-3,7,-2,-2
C=CCOC(=O)C(=O)/C=C/c1ccc(F)cc1,-1.0,-18,-5,x,1,x,x
CC1=NN(c2ccccc2)C(=O)/C1=C\C=C1\N(C)c2ccccc2C1(C)C,x,5,x,x,x,-35,2
COc1ccc(C2=NS(=O)(=O)N(C)C(C(=O)NCc3ccc(F)cc3)=C2)cc1OC,1.8,12,0,-6,10,-4,1
C[C@]12C(=O)N(c3ccccc3)C(=O)N1[C@H]1c3ccccc3OC[C@@H]1[C@H]2c1ccccc1,2.8,14,-8,3,7,-11,4
CN(C)/C=C/c1oc2ccc(O)cc2c1[N+](=O)[O-],-0.2,-28,-157,x,3,-10,2
COc1cccc(OCC(O)CNC(=O)c2oc3ccc(C)cc3c2C)c1 (configuration not stated),-7.9,22,7,-5,0,-12,0
C[C@@H]1CN([C@H](C)CO)C(=O)Cc2cc(NC(=O)CCN3CCOCC3)ccc2O[C@H]1CN(C)S(=O)(=O)c1ccccc1,2.6,-1,-5,-2[16.7 µM],-13,-3,x
CCN(CC(=O)Nc1ccc2c(c1)OCCO2)CC(=O)Nc1ccc(C)c([N+](=O)[O-])c1,5.2,-2,-3,x,7,5,6
CC(=O)c1ccc(NC(=S)N(Cc2ccccc2)C(C)C2CC2)cc1 (configuration not stated),-3.8,-16,-4,x,-2,1,3
COc1ccc(NC(=O)CSc2n[nH]c(-c3ccncc3)n2)c([N+](=O)[O-])c1,0.8,-4,x,1,-4,4,x
CCOC(=O)CC1COCCN1C(=O)c1cc(COc2ccc(F)cc2Cl)on1 (configuration not stated),1.8,-54,-21,11,-8,-19,0
COCCNC(=O)CCCn1c(=O)c2cc(OC)c(OC)cc2n(CC(=O)c2ccccc2)c1=O,1.2,-2,-6,5,-3,24,7
COc1ccc(-c2ccc([C@H]3[C@H]4C=CC[C@@H](C)[C@@H]4C(=O)N3Cc3ccccc3)c(F)c2)cc1C,0.1,-11,6,-1,10,-6,-13
COc1ccc(-c2cn3cccnc3n2)cc1NS(=O)(=O)c1ccccc1,0.3,11,-15,x,8,6,1
COc1ccc(S(=O)(=O)Nc2ccc3c(c2)CC(=O)N([C@@H](C)CO)C[C@H](C)[C@H](CN(C)Cc2ccc(C(F)(F)F)cc2)O3)cc1,1.4,27,4,-10[16.7 µM],6,-17,-17
COC(=O)C1=C(C)N(C)C(=NCc2ccc(C(F)(F)F)cc2)NC1c1ccc(Cl)cc1 (configuration not stated),2.8,2,19,x,6,x,11
COc1ccc(CN(C)C(=O)c2cccc(NS(=O)(=O)c3ccccc3)c2)cc1F,-1.9,9,7,19,12,-4,2
COc1ccc(N2CCN(Cc3nc4ccsc4c(=O)[nH]3)CC2)cc1,x,x,x,-8,x,9,3
CCN1CCN(c2c(/C=C3\SC(=S)N(Cc4ccco4)C3=O)c(C)c(C#N)c(=O)n2C)CC1,1.3,21,20,x,1,x,-2
C/C=C/c1ccc([C@@H]2[C@@H](CO)N(C(=O)C3CCC3)[C@H]2CN(CC)C(=O)CC)cc1,2.7,-3,18,8[16.7 µM],-7,6,-20
Cc1noc(C)c1NC(=O)N(C)C[C@@H]1Oc2ccc(NC(=O)NC3CCCCC3)cc2CC(=O)N([C@H](C)CO)C[C@H]1C,-2.1,x,-6,-9[16.7 µM],32*,0,x
C[C@H](CO)N1C[C@H](C)[C@H](CN(C)Cc2ccccc2C(=O)O)Oc2cc(C#CC3CCCC3)ccc2S1(=O)=O,1.9,-5,7,20[16.7 µM],-3,12,x
Cc1noc(C)c1S(=O)(=O)N(C)C[C@@H]1Oc2ccc(NC(=O)Nc3ccccc3)cc2CC(=O)N([C@@H](C)CO)C[C@H]1C,1.5,2,-2,2[16.7 µM],x,-14,x
CC(=O)c1sc(C(C)(C)C)cc1NC(=O)CCC(=O)O,-1.4,-1,7,x,1,16,6
CC(C)C(=O)Nc1c(-c2ccccc2Cl)c(=O)c2ccccc2n1C,-0.2,0,0,-2,-4,1,-1
CC1(C)C2CCC1(C)C(SC(=N)N)C2 (configuration not stated),3.7,-4,-5,x,-8,-2,-1
COc1cc(C(=O)O)cc(NC(=O)c2cccs2)c1OC,x,7,x,-3,x,27,1
O=C(Nc1ccccc1)c1ccco1,0.6,-77,-39,x,7,-2,-4
C[C@H]1CN([C@@H](C)CO)S(=O)(=O)c2ccc(C#CC3CC3)cc2O[C@H]1CN(C)Cc1ccccn1,0.9,x,13,-5[16.7 µM],3,-3,-19
CCCCc1noc(-c2c(-c3ccccc3Cl)noc2C)n1,1.1,2,4,x,1,1,-6
CC(C)NC(=O)N1C[C@@H]2[C@H](c3ccccc31)[C@@H](CO)N2C(=O)Nc1cccc(F)c1,0.0,-8,3,17[16.7 µM],4,-4,x
COc1ccc(CN(C)C[C@H]2Oc3c(NS(=O)(=O)c4ccc(OC)cc4)cccc3C(=O)N([C@@H](C)CO)C[C@H]2C)cc1,-1.5,x,-8,-2[16.7 µM],1,15,x
Cc1ncsc1C(=O)N1N=C2/C(=C/c3ccccc3)CCCC2C1c1ccccc1 (configuration not stated),x,x,x,-5,x,-26,-11
CCC(C)c1ccccc1N1CC(C(=O)NCCc2ccc(OC)c(OC)c2)CC1=O (configuration not stated),-0.6,6,2,-3,-6,12,-7
CCOC(=O)/C(=C\Nc1cccc(OCc2ccccc2)c1)NC(=O)c1ccccc1,3.1,2,-5,x,5,-3,2

3 structures out of the list, ordered by length of the SMILES, smallest number first.
structure,F508del corr,PAX8 reporter,EWS-Fli inh,miR122 inh,DENV2 CPE,INS-1E GSIS act,FN deposition inh
O=C(Nc1ccccc1)c1ccco1,0.6,-77,-39,x,7,-2,-4
COc1cc(C(=O)O)cc(NC(=O)c2cccs2)c1OC,x,7,x,-3,x,27,1
CCOC(=O)/C(=C\Nc1cccc(OCc2ccccc2)c1)NC(=O)c1ccccc1,3.1,2,-5,x,5,-3,2

Next entries:
structure,F508del corr,PAX8 reporter,EWS-Fli inh,miR122 inh,DENV2 CPE,INS-1E GSIS act,FN deposition inh
O=C(Nc1ccc(Br)cc1)c1ccc2c(c1)OCO2,4.3,-102,-85,-2,-4,-1,2
COc1ccc(C(C(=O)NC(C)(C)C)N(C(=O)CCC(=O)Nc2cc(C)on2)c2cc(C)cc(C)c2)cc1 (configuration not stated),-2.8,24,-2,-1,-4,-14,0
C[C@H](CO)N1C[C@H](C)[C@H](CN(C)Cc2ccc(Oc3ccccc3)cc2)Oc2ccc(NC(=O)Cn3cnnn3)cc2CC1=O,-1.2,12,54*,-12[16.7 µM],18,-8,24
CCc1ccccc1NCC(=O)Nc1ccccc1C(=O)OC,2.5,8,-14,x,x,-16,-7
CCCCn1c(N)c(N(CC)C(=O)CSCc2c(C)noc2C)c(=O)[nH]c1=O,-1.5,-3,-1,x,0,-5,3
CCC(C)C(NC(=O)c1ccccc1NC(=O)c1ccco1)C(=O)NNC(=O)c1ccc(OC)cc1 (configuration not stated),-0.9,15,4,-9,-2,-4,-6
CCSc1nnc(N2C(=O)c3ccc(C(=O)c4ccc(C(=O)O)cc4)cc3C2=O)s1,1.6,-6,-4,-4,-1,-3,-8
CC(C)C1Cc2[nH][nH]c(=O)c2C(c2ccc(Cl)cc2)O1 (configuration not stated),-2.4,-24,-20,x,-2,6,-4
COc1cccc(/C=C/C(=O)OCC(=O)c2cc(C)n(CC3CCCO3)c2C)c1OC (configuration not stated),4.8,-1,-4,x,13,0,-17
CCN(CC)CCN(C(=O)Cn1nnc(-c2ccc(OC)c(OC)c2)n1)C(C(=O)NC1CCCC1)c1ccc(F)cc1 (configuration not stated),-0.7,x,1,-1,1,0,x
